Assay outcomes (PubChem)
CDK5 inh: inhibitors of human CDK5/p35 kinase, primary screen, biochemical, single concentration. inhibition, % at 10 µM. Recombinant CDK5/p35, ADP-Glo luminescence, 60 min. Cyclin-dependent kinase 5 (Homo sapiens) + Cyclin-dependent kinase 5 activator 1 (Homo …. 0.01% of 330,000 active;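 active = highest replicate inhibition of at least 50% and at least 75% of replicates reaching 50%; inconclusive = only one of the two criteria met; inactive = both criteria failed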;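 note: plate controls were DMSO neutral control for no effect and GW8510 at 10 µM for full effect; many of its hits are not listed in these tables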
Rtt109 HAT inh: inhibitors of C. albicans Rtt109/Vps75 HAT, primary screen, biochemical, ThioGlo CoA-SH fluorescence, plate reader | Histone acetyltransferase RTT109 (Candida albicans (strain SC5314 / ATCC MYA-2876)), … | purified Rtt109/Vps75, 4 h | inhibition, % at 34.9 µM | 0.16% of 330,000 active | AID 540336, 2011;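 active = inhibition of at least 50% in every replicate; inconclusive = best replicate reaches 50% inhibition but some replicates fall short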
Target sequence (Q5AAJ8 whole entry, looked up): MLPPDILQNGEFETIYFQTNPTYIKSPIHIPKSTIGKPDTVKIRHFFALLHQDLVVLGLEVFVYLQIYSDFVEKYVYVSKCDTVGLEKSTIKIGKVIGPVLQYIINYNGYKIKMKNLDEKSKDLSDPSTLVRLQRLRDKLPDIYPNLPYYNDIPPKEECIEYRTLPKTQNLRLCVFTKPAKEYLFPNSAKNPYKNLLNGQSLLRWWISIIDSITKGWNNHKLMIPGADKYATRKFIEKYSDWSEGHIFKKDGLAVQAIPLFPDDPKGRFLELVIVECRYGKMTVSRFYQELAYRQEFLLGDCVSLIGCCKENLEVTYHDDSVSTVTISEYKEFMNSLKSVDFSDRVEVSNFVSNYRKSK
CAL PDZ FP-1: untagged CAL PDZ binding inhibitors, primary screen, biochemical, fluorescence polarization, HTS; AID 602252, 2012; purified CAL PDZ, TMR-peptide fluorescence polarization, 1 h; 0.92% of 300,000 active; inhibition, % at 24.9 µM; Golgi-associated PDZ and coiled-coil motif-containing protein (Homo sapiens), Q9HD26;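 active = mean inhibition of at least 30% with at least half of replicates also reaching 30%; inconclusive = no clear call, values can overlap the other calls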;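 note: 0% = DMSO neutral control and 100% = excess unlabeled competitor peptide PRC23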
Tat transport: E. coli Tat export inhibitors, primary screen, MC4100, TorA-mCherry reporter, fluorescence, single point; inhibition, % at 10 µM; 0.036% of 340,000 active;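 active = mean replicate inhibition at least 50% and at least half of replicates individually reaching 50%; inconclusive = only one of the two criteria met; inactive = neither criterion met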;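 note: exported cargo escapes ClpAP degradation while cytoplasmic cargo is degraded and loses fluorescence; 0% = median of neutral control wells and 100% = median of NaSCN control wells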
cardiac RTF act: cardiac RTF calcium sensitivity activators, primary screen, biochemical, IANBD-TnC fluorescence, EC20 calcium. activation, % at 7.2 µM. 0.24% of 340,000 active. AID 493008, 2010. Troponin I, cardiac muscle (Homo sapiens) + Troponin T, cardiac muscle (Homo sapiens) + …. IANBD-labeled TnC RTF fluorescence at EC20 calcium; 0% EC20 calcium, 100% full calcium;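 active = activation above the mean over all tested compounds plus 3 SD, cut at about 30% in these data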;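 note: rise in fluorescence read as greater calcium sensitivity of cardiac thin filaments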
CAL PDZ FP-2: CAL PDZ peptide-binding inhibitors, primary screen, biochemical, fluorescence polarization, Cer-tagged CAL PDZ, HTS. Golgi-associated PDZ and coiled-coil motif-containing protein (Homo sapiens), Q9HD26. purified CAL PDZ, TMR-peptide fluorescence polarization, 1 h. inhibition, % at 20 µM. 0.02% of 330,000 active. AID 504414, 2011;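 active = highest replicate inhibition of at least 40%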;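 note: plate controls were DMSO neutral control wells for no effect and unlabeled competitor peptide control wells for full effect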
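material = purified tagged CAL PDZ domain construct (CerCALP) | buffer or medium = sodium phosphate/NaCl buffer pH 7.4 with TCEP, IgG, Thesit | reagent = TMR-labelled reporter peptide T*-PRC34 bound in PDZ groove | incubation = 1 h room-temperature incubation prior to read | measured by = fluorescence polarization (mP) | evaluation = percent inhibition from loss of millipolarization | control set = unlabelled peptide and DMSO controls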
dFosB act: activators of delta FosB homodimer, primary screen, biochemical, fluorescence polarization, TAMRA-CDK5 oligo, single point; Protein FosB (Mus musculus), P13346; purified delta FosB; percent of positive-control signal above neutral wells; activation, % at 25 µM; 0.99% of 340,000 active; AID 493131, 2011;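 active = mean activation above about 17%, with every replicate also reaching it, limit read from the data, passing the limit was not always enough; inconclusive = only one of the two conditions met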;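 note: fluorescence polarization rise as delta FosB binds a TAMRA Cdk5 AP-1 oligo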
Target sequence (P13346 whole entry, looked up): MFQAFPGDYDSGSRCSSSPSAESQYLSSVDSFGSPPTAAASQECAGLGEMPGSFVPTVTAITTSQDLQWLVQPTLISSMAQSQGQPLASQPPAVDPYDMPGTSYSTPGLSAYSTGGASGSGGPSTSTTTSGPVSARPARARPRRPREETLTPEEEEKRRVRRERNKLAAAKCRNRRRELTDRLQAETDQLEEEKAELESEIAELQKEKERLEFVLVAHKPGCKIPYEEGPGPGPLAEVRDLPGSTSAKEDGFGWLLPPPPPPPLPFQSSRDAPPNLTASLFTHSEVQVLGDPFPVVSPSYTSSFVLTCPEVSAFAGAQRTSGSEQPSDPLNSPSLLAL
V-ATPase pH: regulators of yeast V-ATPase proton pumping, primary screen, pHLuorin cytosolic pH fluorescence; S. cerevisiae; 0.37% of 350,000 active; response, % at 10 µM; in the data active = response mostly above about 7.3%, no sharp cut-off; inactive = mostly below about 5.4%; note: actives read high; inactives centre near 0; some compounds called inactive have numbers as strong as hits
Wnt bcat act: Wnt/beta-catenin pathway activators, primary screen, cell-based, plate reader, single point. Wnt/beta-catenin reporter cell assay, activator. activation, % at 9.35 µM. 1.2% of 300,000 active; in the data active = activation above about 30%, passing the limit was not always enough; inconclusive = no clear call, values can overlap the other calls;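 note: 0% = neutral control wells and 100% = positive control wells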
MITF TRPM1 HTS: activators of MITF-driven TRPM1 promoter reporter, primary screen, cell-based, SK-MEL-5, luciferase, single point | AID 588334, 2011 | activation, % at 12.5 µM | 0.75% of 300,000 active | SK-MEL-5 TRPM1-promoter luciferase, 24 h; % of positive control, neutral wells = 0;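 active = mean activation of at least 80% with every replicate also reaching 80%; inconclusive = mean reaches 80% but some replicate falls short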;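 note: 0% = neutral control wells and 100% = parthenolide positive control wells; values of inactives mirror those of a sister screen read the other way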
Starred values were filed as active, the others as inactive; ? = inconclusive; . = not tested or not shown; & = joins results of further samples.

CAL PDZ FP-2	MITF TRPM1 HTS	dFosB act	Tat transport	Wnt bcat act	CAL PDZ FP-1	cardiac RTF act	Rtt109 HAT inh	V-ATPase pH	CDK5 inh	SMILES
-3.4	6.9	-10.4	-6.3	-1.4	-4.1	1.5	7.7	1.7	0.7	CCOc1ccc(N(CC(=O)N2CCCC2)S(=O)(=O)c2ccc(Cl)cc2)cc1
0.1	-4.8	-0.2	9.2	1.2	-0.9	3.9	-13.9	2.7	1.2	CN(CCCC(=O)NCc1ccccc1)S(=O)(=O)c1ccc([N+](=O)[O-])cc1
-1.5	-2.3	3.3	-1.2	4.8	.	2.3	5.2	2.6	0.5	CN(C)C(=O)CSc1nnc([C@H](Cc2ccccc2)NC(=O)OC(C)(C)C)o1
.	-2.9	-0.6	8.2	3.3	-3.6	2.9	1.4	-0.8	-0.3	C/C(=N\NC(=O)C(C)Sc1ccccc1)C(C)(C)C (stereo unspecified)
0.7	-1.0	2.8	-11.1	1.6	-9.0	0.2	52.7*	0.9	0.2	CC(C)(C)c1cc(N)n2nc(C(C)(C)C)cc2n1
.	-26.3	-27.5	-0.3	.	-4.6	0.7	5.6	5.7	2.4	COc1ccc(-c2[nH]ncc2/C=C(\C#N)C(=O)NC2CC2)cc1
0.2	-0.7	-4.4	2.5	3.2	-3.1	0.6	-2.0	-1.6	-0.4	CN(C)C(=O)c1ccc(-n2cnc3ccccc3c2=O)cc1
-2.0	13.0	-1.5	7.5	-1.7	-2.7	-6.0	5.8	-1.2	0.4	Cc1cccc(N2CCN(C(=O)c3ccccn3)CC2C)c1 (stereo unspecified)
0.2	37.5	-5.8	9.0	.	4.8	-3.8	6.2	3.2	2.7	CC(C)COc1ccc(/C(=N/O)c2ccccc2)cc1
-0.8	.	-7.1	-10.2	2.2	.	1.6	7.6	1.5	-2.1	O=C(Nc1ccccc1C(=O)O)c1cc(S(=O)(=O)Nc2ccccc2)ccc1Cl
-0.3	-2.2	1.1	-1.9	.	-2.2	-1.3	4.4	-2.0	3.7	COC(=O)Nc1ccc(OC)c(OC)c1
-0.8	49.7	1.6	-6.4	8.9	4.4	1.6	-4.5	-2.9	0.0	O=C(CSCc1cccc(F)c1)NCc1ccccc1
-0.3	-8.9	2.7	-2.7	-0.6	1.4	-6.6	1.8	0.1	-0.5	Cc1ccc(S(=O)(=O)NCC2CCC(C(=O)NCc3cccnc3)CC2)cc1 (stereo unspecified)
-1.4	-47.6	-8.5	-4.3	-1.9	-8.2	3.8	2.4	0.4	1.7	CCCc1ccc(-c2cc(C(=O)N/N=C/c3ccc([N+](=O)[O-])o3)c3ccccc3n2)cc1
0.1	.	-1.6	-2.4	5.3	-1.6	-0.4	7.4	-0.5	1.2	Cc1ccc(S(=O)(=O)NNC(=O)c2cnn(-c3ccccc3)c2C(F)(F)F)cc1
0.1	-3.8	-3.7	-6.6	10.0	1.0	2.9	-7.9	-2.8	0.5	Cc1ccc(/C=C/S(=O)(=O)NCc2ccc(F)cc2)cc1
-1.4	13.0	-8.4	-3.7	2.2	-3.0	0.0	-4.4	-0.9	0.0	O=C(CC(c1ccc(F)cc1)c1ccco1)Nc1nccs1 (stereo unspecified)
-4.9	46.7	-18.1	6.7	.	.	-1.8	-1.5	-0.8	1.1	CC(=O)c1ccc(NC(=O)Oc2ccccc2)cc1
4.4	.	-6.8	2.1	1.3	-4.6	-1.3	3.6	4.1	0.3	O=C1N=c2ccccc2=C1c1sc(Nc2cccc(O)c2)nc1O
-1.1	9.4	-2.7	3.1	6.1	0.8	-0.6	-1.8	3.0	-1.7	CC(C)Oc1ccc(C(=O)NC2CCSc3ccccc32)cc1 (stereo unspecified)
-1.6	3.2	-6.5	-9.4	-0.2	.	-1.6	11.0	-3.0	1.8	Cc1nc(-c2cccc(NS(C)(=O)=O)c2)cs1
-1.6	-11.1	-8.7	-0.9	-2.6	.	1.7	2.1	0.9	-2.0	O=C(COC(=O)c1ccccc1)Nc1cccc(S(=O)(=O)N2CCOCC2)c1
-1.6	6.0	-1.8	13.5	-1.5	-2.2	-8.0	-4.0	10.4	-0.3	CCn1c(=O)c(C(=O)CN(C)CC(=O)Nc2ccccc2Br)c(N)n(Cc2ccccc2)c1=O
.	-8.6	-43.5	-0.8	.	-1.3	-6.5	5.6	-3.6	-0.8	Nc1c(NCc2ccccc2)c2ccccc2oc1=O
0.2	-1.4	1.9	-7.0	0.0	-3.9	-1.7	-2.7	-7.9	0.3	CC(=O)c1cc(C#N)c(Oc2ccc(F)cc2)nc1C
-1.6	-14.9	-13.6	4.4	-1.8	-3.8	-0.8	-2.9	5.4	.	Cc1ccc(CS(=O)(=O)Cc2ccc(C(=O)NC3CCCCCC3)o2)cc1
-3.7	-2.0	-5.9	-3.9	-0.8	-1.6	-3.2	-1.4	-0.1	-3.5	COc1cc2c(cc1OC)C(COc1cc(C)cc(C)c1)N(C(C)=O)CC2 (stereo unspecified)
-3.0	10.2	-0.5	-2.4	-1.3	-1.3	-0.6	16.8	-0.4	-3.4	O=[N+]([O-])c1cnc(N2CCCCC2)c([N+](=O)[O-])c1
-1.7	12.5	1.2	-6.2	.	-3.2	-3.7	0.6	-2.9	-0.3	CCc1cccc(NC(=O)Cn2cccc2)c1
-1.4	7.3	21.6*	4.1	2.4	-0.4	0.5	4.0	1.5	-0.5	Nc1nc(COC(=O)CCC(=O)c2ccc(Cl)cc2)nc(Nc2ccccc2)n1
-0.1	9.1	-2.6	3.1	-2.3	-3.7	0.1	-15.4	-0.4	-0.1	Nn1c(=O)c2ccccc2n2c(SCc3ccc(C(F)(F)F)cc3)nnc12
-0.2	4.3	2.2	19.0	-3.2	0.3	0.0	-13.8	0.0	-2.5	Cc1cc(S(=O)(=O)NCCc2ccccc2)c(C)s1
-1.2	.	-1.9	-2.1	12.2	-1.7	1.2	3.4	5.1	-1.3	O=c1cccccc1NCc1ccccc1
-1.1	8.6	-0.8	0.2	.	-3.4	12.6	-5.7	2.8	-4.2	COc1cc(C)c(S(=O)(=O)N2CCN=C2c2ccccc2)cc1C
-3.2	3.7	-5.8	-10.4	-2.3	-0.4	6.4	-7.9	15.3*	0.9	COc1cc(C(=O)NCCOc2cccc3cccnc23)cc(OC)c1OC
-3.5	5.4	-10.3	1.0	3.5	-3.7	0.8	-2.9	-3.5	2.1	O=C(/C=C/c1ccc(S(=O)(=O)NCc2ccco2)cc1)NCc1ccccc1Cl
0.6	2.1	-3.1	-6.2	-1.4	.	0.7	-25.4	-6.1	1.1	COc1ccccc1C(=O)NCCC(=O)N1CC(C)OC(C)C1 (stereo unspecified)
-0.5	1.7	1.8	-5.9	.	-1.5	1.1	0.1	-2.9	1.0	Cc1cc(NS(=O)(=O)Cc2ccccc2)no1
-2.1	-6.4	0.7	-1.4	.	.	-1.1	-3.9	0.3	1.3	Cc1cccc(-n2ncc(C#N)c2-n2cccc2)c1
-0.6	-17.1	-12.4	?	-3.6	.	-7.0	12.7	-1.0	-0.4	CN(C)S(=O)(=O)c1cccc(NC(=O)C2CCN(S(=O)(=O)c3cccs3)CC2)c1
0.7	2.0	-2.3	-9.5	-0.1	-3.9	-7.0	-9.6	-1.9	0.2	CC(NC(=O)OCc1ccccc1)C(=O)OCN1C(=O)c2ccccc2C1=O (stereo unspecified)
-0.4	-6.1	-4.6	-6.3	-1.8	-2.2	-2.2	-6.9	-1.8	-1.5	CCOC(=O)CN(C(=O)CSc1nnc(CNc2ccc(C)cc2C)o1)c1ccccc1
-1.8	0.5	-6.1	17.4	1.8	0.6	6.0	.	-1.6	2.4	O=C1CSC(c2cccc(O)c2)N1Cc1ccccc1 (stereo unspecified)
-2.3	2.1	-6.0	-0.8	2.0	-4.3	-2.4	-7.0	-0.5	-0.6	Cc1ccc(Cc2nnc(SCC(=O)Nc3c(C)cccc3C)[nH]c2=O)cc1
-0.2	.	4.7	1.0	4.4	-2.5	0.4	-6.9	-2.9	-0.7	COc1cccc(C(=O)Nc2ccccc2N2CCOCC2)c1
0.9&-0.9	-32.5&-32.0	-3.5&7.4	5.9&12.2	-2.8&-0.9	-2.3&-4.2	3.6&-4.8	-0.3&12.4	-0.6&-0.8	-0.4&-0.4	CC(=O)Nc1ccc(S(=O)(=O)NC2=C(N3CCN(Cc4ccccc4)CC3)C(=O)c3ccccc3C2=O)cc1
-1.1	-1.9	-0.3	-5.5	1.8	-0.5	-4.6	-21.1	-4.1	-0.1	COc1ccc(NC(C)=O)cc1NC(=O)C1CCN(C(=O)Nc2ccccc2)CC1

Another view of six compounds above.
molecule,CAL PDZ FP-2,MITF TRPM1 HTS,dFosB act,Tat transport,Wnt bcat act,CAL PDZ FP-1,cardiac RTF act,Rtt109 HAT inh,V-ATPase pH,CDK5 inh
CC(NC(=O)OCc1ccccc1)C(=O)OCN1C(=O)c2ccccc2C1=O (stereo unspecified),0.7,2.0,-2.3,-9.5,-0.1,-3.9,-7.0,-9.6,-1.9,0.2
CCOC(=O)CN(C(=O)CSc1nnc(CNc2ccc(C)cc2C)o1)c1ccccc1,-0.4,-6.1,-4.6,-6.3,-1.8,-2.2,-2.2,-6.9,-1.8,-1.5
O=C1CSC(c2cccc(O)c2)N1Cc1ccccc1 (stereo unspecified),-1.8,0.5,-6.1,17.4,1.8,0.6,6.0,.,-1.6,2.4
Cc1ccc(Cc2nnc(SCC(=O)Nc3c(C)cccc3C)[nH]c2=O)cc1,-2.3,2.1,-6.0,-0.8,2.0,-4.3,-2.4,-7.0,-0.5,-0.6
COc1cccc(C(=O)Nc2ccccc2N2CCOCC2)c1,-0.2,.,4.7,1.0,4.4,-2.5,0.4,-6.9,-2.9,-0.7
CC(=O)Nc1ccc(S(=O)(=O)NC2=C(N3CCN(Cc4ccccc4)CC3)C(=O)c3ccccc3C2=O)cc1,0.9&-0.9,-32.5&-32.0,-3.5&7.4,5.9&12.2,-2.8&-0.9,-2.3&-4.2,3.6&-4.8,-0.3&12.4,-0.6&-0.8,-0.4&-0.4

Compounds were not picked by outcome, and some 4.1% of all compounds hit somewhere here.
